GLD-1 TGE inh – GLD-1-TGE RNA interaction inhibition (C. elegans). Q17339. purified GLD-1 + fluorescein TGE RNA, fluorescence polarization. inhibition, % at 5.96 µM. 320,000 tested, 0.44% active. AID 2280;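 active = percent inhibition above a per-plate cutoff, the plate mean of test compounds plus 3 SD, cut at about 30% in these data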;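 note: 0% = DMSO wells with GLD-1 and probe and 100% = wells lacking GLD-1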
GRK2 aptamer HTS – blocks RNA aptamer binding to human GRK2. 330,000 tested, 0.59% active. bead flow cytometry, FAM-aptamer displacement from GRK2. inhibition of aptamer binding, % at 10 µM. P25098. AID 488847;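 active = inhibition of aptamer binding above 40%, roughly 3 SD of noise, on plates passing a quality check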;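 note: median bead fluorescence of bound FAM aptamer so fluorescent compounds give negative values; no value below 0 was filed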
Fam108B counter – counter-screen for RBBP9 inhibitors: inhibitors of mouse Fam108B; recombinant Fam108B, FP-Rh probe fluorescence polarization; inhibition, % at 9.51 µM; 300,000 tested, 0.33% active; AID 1947;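 active = inhibition above the screen mean inhibition plus 3 SD, computed separately per campaign, cut at about 18% in these data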;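 note: inhibitors lower polarization as less probe binds the enzyme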
BCLXL inh – blocks human Bcl-xL binding to Bim BH3 peptide; GST-Bcl-xL / FITC-Bim BH3 peptide fluorescence polarization; inhibition, % at 10.9 µM; 320,000 tested, 0.7% active;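 active = inhibition above the mean of all tested compounds plus 3 SD, cutoff set per campaign, cut at about 30% in these data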;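 note: 0% = DMSO wells and 100% = unlabeled Bim-BH3 peptide competitor; inhibitors lower millipolarization by displacing the labeled peptide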
Target sequence (Q07817 whole entry, looked up): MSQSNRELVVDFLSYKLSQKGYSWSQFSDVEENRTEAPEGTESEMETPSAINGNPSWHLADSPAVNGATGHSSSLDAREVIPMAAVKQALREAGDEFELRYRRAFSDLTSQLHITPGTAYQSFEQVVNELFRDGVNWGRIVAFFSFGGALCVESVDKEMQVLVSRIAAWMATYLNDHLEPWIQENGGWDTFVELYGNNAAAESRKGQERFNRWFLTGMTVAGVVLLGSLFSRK
MEX-5 binding – C. elegans MEX-5 TCR-2 RNA binding activity | Q9XUB2 | MEX-5/FITC-TCR2 RNA binding, fluorescence polarization; hits give low values | activity score (negative = inhibition of binding), % at 10 µM | 300,000 tested, 0.38% active | AID 1832;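 active = inhibition past about -25% in most replicates, and total fluorescence under double the plate's negative control median, limit read from the data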;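 note: 0% = DMSO and -100% = 5 µM competing unlabeled TCR2 RNA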
Efflux pump inh – blocks antifungal efflux pumps in multiplex yeast assay. S. cerevisiae Candida pump triplex, Nile Red efflux. inhibition, % at 10 µM. 330,000 tested, 0.44% active. AID 485275;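 active = plate passing quality check with inhibition over a set limit, or well fluorescence over plate mean plus 4 SD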;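 note: Nile Red retained in pooled yeast measured as flow cytometry median fluorescence; 0% = buffer negative control and 100% = Enniatin B positive control; higher means more Nile Red kept so more efflux inhibition; some compounds called inactive have numbers as strong as hits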
MCL1 BIM primary – inhibitors of human MCL1 binding to BIM-BH3 peptide | Q07820 | GST-MCL1 / FITC-Bim-BH3 fluorescence polarization | inhibition, % at 10.9 µM | 320,000 tested, 0.68% active | AID 2057;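 active = inhibition above the mean inhibition of all tested compounds plus 3 SD, set per campaign, cut at about 40% in these data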;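 note: 0% = DMSO wells and 100% = unlabeled Bim-BH3 peptide control; higher means more loss of mP so more displacement of Bim peptide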
Target sequence (Q07820 whole entry, looked up): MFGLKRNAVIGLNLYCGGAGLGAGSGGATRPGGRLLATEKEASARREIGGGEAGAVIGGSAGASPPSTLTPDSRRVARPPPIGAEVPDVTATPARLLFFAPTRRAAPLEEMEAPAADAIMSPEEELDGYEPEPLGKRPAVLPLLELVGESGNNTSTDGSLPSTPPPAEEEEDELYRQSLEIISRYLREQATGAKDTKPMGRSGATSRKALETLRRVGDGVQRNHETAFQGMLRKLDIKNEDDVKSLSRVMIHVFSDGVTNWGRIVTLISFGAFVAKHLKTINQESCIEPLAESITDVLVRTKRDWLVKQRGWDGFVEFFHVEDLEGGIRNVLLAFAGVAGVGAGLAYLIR
PME-1 inh – PME-1 (human) inhibition. Q9Y570. 320,000 tested, 0.53% active. inhibition, % at 5.9 µM. recombinant PME-1, FP-Rh probe fluorescence polarization;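 active = inhibition above the campaign mean of all compounds plus 3 SD, cut at about 26% in these data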;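 note: competitive labeling of PME-1 active site by serine hydrolase directed probe; 0% = PME-1 with DMSO and 100% = wells lacking PME-1 enzyme; inhibitors block probe labeling so polarization falls and inhibition rises; many of its hits are not listed in these tables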
Target sequence (Q9Y570 whole entry, looked up): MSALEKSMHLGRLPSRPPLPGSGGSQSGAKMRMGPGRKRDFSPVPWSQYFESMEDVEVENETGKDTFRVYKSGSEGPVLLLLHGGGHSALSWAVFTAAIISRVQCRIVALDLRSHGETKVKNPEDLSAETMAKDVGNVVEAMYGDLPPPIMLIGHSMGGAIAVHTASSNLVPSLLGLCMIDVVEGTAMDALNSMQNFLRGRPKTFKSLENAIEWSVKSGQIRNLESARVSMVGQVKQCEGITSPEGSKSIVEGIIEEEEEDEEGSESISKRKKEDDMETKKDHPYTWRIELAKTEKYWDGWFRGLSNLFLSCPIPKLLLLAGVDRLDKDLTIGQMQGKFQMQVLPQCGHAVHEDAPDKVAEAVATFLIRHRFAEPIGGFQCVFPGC
VLA-4 inh – inhibition in a human VLA-4 binding assay; P13612; VLA-4 expressing cells, ligand binding flow cytometry; inhibition, % (about 7 µM as worked out from the volumes in the protocol); 330,000 tested, 0.2% active; AID 2557; in the data active = inhibition above about 50%
An asterisk follows results filed as active; / = no result given. A portion of the library; rates above refer to the full screens.

SMILES	GLD-1 TGE inh	GRK2 aptamer HTS	Fam108B counter	BCLXL inh	MEX-5 binding	Efflux pump inh	MCL1 BIM primary	PME-1 inh	VLA-4 inh
CC1(C)CC(=O)C2=C(C1)NC(=O)NC2c1ccccc1Cl (stereo unspecified)	-0.1	1.0	-2.8	1.8	-0.1	0.5	0.2	-3.3	-3.7
CCOC(=O)C1(CCOc2ccccc2)CCN(CCCn2cccn2)CC1	2.0	0.0	-1.4	6.9	0.9	0.0	7.9	2.6	4.0
Cc1ccc(S(C)(=O)=O)cc1C(=O)OCC(=O)N(Cc1ccccc1)Cc1ccccc1	3.0	0.0	/	3.2	/	-0.1	0.1	6.1	-11.0
O=C(O)C1C2C=CC(O2)C1C(=O)NCc1ccc(Cl)cc1 (stereo unspecified)	0.8	5.0	5.7	12.9	-0.7	0.0	13.3	-3.7	7.9
CCOC(=O)c1sc(-c2ccc(C)cc2)c(C#N)c1C	-4.9	4.0	-2.5	-2.5	-1.4	-0.1	-1.2	1.0	6.2
CCc1nc2ccc(C(=O)NCc3ccco3)cc2nc1CC	7.1	0.0	2.4	4.2	-2.8	-0.1	1.4	-5.5	8.3
CC(C)OC(=O)c1ccc2nc3ccccc3nc2c1	-3.3	7.0	6.4	4.8	-3.0	-0.1	3.2	0.4	-7.6
CN(c1cccc(NC(=O)c2ccc(CN3CCc4ccccc4C3)cc2)c1)S(C)(=O)=O	/	0.0	/	/	-2.2	0.1	/	/	4.5
Cc1nc2ccccn2c1C(=O)/C=C/c1cccc([N+](=O)[O-])c1	5.6	0.0	4.8	-0.6	-3.4	0.1	4.2	-13.8	-1.0
CCOC(=O)C1CCN(S(=O)(=O)CCNC(=O)c2ccc(F)cc2)CC1	4.4	0.0	-1.7	4.0	0.0	0.1	-2.1	3.9	4.5
Cc1cc(=O)[nH]c(N/N=C/c2ccc(N(C)C)cc2)n1	5.7	1.0	-0.4	5.1	-0.6	0.0	2.8	-2.0	6.3
O=C1C2CC=CCC2C(=O)N1Cc1ccccc1 (stereo unspecified)	-1.5	2.0	5.8	-3.1	0.9	0.0	-0.8	0.7	33.1
O=C(Nc1ccccc1-c1ccccc1)c1ccc(Cl)c([N+](=O)[O-])c1	-1.8	0.0	-1.5	2.5	-0.3	-1.0	11.4	-4.6	-8.3
CCOc1cc(NC(=O)c2ccccn2)c(OCC)cc1NC(=O)c1ccc(C)cc1	-3.9	2.0	-2.0	-0.7	-0.4	0.0	3.5	6.5	-1.0
COc1ccc(-c2nnc3ccc(SCC(=O)N4CCCC4)nn23)cc1	5.5	1.0	-2.4	2.5	-3.5	0.0	35.9	-2.4	9.6
Cn1c(=O)c2c(ncn2CC(=O)N2CCN(S(=O)(=O)c3ccc(F)cc3)CC2)n(C)c1=O	5.2	0.0	/	-3.6	/	-0.1	-11.5	12.7	17.2
Cc1ccc(CNC(=O)CCNS(=O)(=O)c2cccc3nonc23)cc1	8.9	20.0	-0.5	0.9	-2.8	-0.1	1.0	4.2	6.9
CN(CC(=O)Nc1ccccc1C(F)(F)F)CC(=O)N1CCCCCC1	2.6	1.0	/	0.3	/	0.1	-3.1	0.1	10.1
Nc1cc(Cl)ccc1N1C(=O)CCC1=O	-20.8	0.0	2.8	5.1	-0.2	0.2	10.3	-1.9	4.7
COn1c2c(c3c4nonc4ccc31)CCCC2	4.6	0.0	0.0	8.4	-0.5	0.0	2.5	-0.4	-11.8
C=Cc1ccc(C(=O)NC2CCCN(Cc3ccccc3F)C2)cc1 (stereo unspecified)	6.9	0.0	1.2	5.8	1.0	0.1	4.0	-1.7	-7.0
CCOc1cccc(CN2CCC(n3nccc3NC(=O)CCCc3ccccc3)CC2)c1	-3.7	0.0	-9.1	-2.9	4.6	1.2	-12.6	-1.9	-2.7
COc1ccc(NC(=O)NNC(=O)COc2ccc3cc(Br)ccc3c2)cc1OC	-2.5	0.0	-17.9	-11.3	-0.5	0.0	-12.4	-15.4	10.2
Cc1ccc(NC(=O)c2cccs2)cc1S(=O)(=O)Nc1cccc(Cl)c1	3.6	0.0	-28.7	0.0	1.8	-0.1	-3.5	-28.6	16.2
COc1ccc(-c2cc(C(=O)c3c(N)n(C)c(=O)n(C)c3=O)c3ccccc3n2)cc1OC	-0.7	1.0	3.6	2.5	0.1	0.0	3.4	3.0	14.8

The closing 2 entries of the section before lead into the next.
SMILES	GLD-1 TGE inh	GRK2 aptamer HTS	Fam108B counter	BCLXL inh	MEX-5 binding	Efflux pump inh	MCL1 BIM primary	PME-1 inh	VLA-4 inh
Cc1ccc(NC(=O)c2cccs2)cc1S(=O)(=O)Nc1cccc(Cl)c1	3.6	0.0	-28.7	0.0	1.8	-0.1	-3.5	-28.6	16.2
COc1ccc(-c2cc(C(=O)c3c(N)n(C)c(=O)n(C)c3=O)c3ccccc3n2)cc1OC	-0.7	1.0	3.6	2.5	0.1	0.0	3.4	3.0	14.8
O=C(Nc1nnc(SCC(=O)N2CCCc3ccccc32)s1)c1ccc2ccccc2c1	2.4	0.0	-21.6	-0.7	1.0	3.5	-1.4	-17.8	12.6
CCc1ccc(-c2cc(C)no2)cc1S(=O)(=O)N1CCN(c2ccc(C(C)=O)cc2)CC1	-2.4	0.0	-6.1	-1.6	1.9	0.6	0.6	-7.0	6.5
Cc1cc(C)c(CN2CCCC(CNC(=O)c3ccc(F)cc3)C2)c(-n2cccn2)c1 (stereo unspecified)	4.9	1.0	5.3	4.2	1.2	0.0	-1.0	1.6	1.1
O=C(O)CSc1nnc(-c2ccncc2)n1CCc1ccccc1	0.4	1.0	1.9	-3.6	1.4	0.1	0.2	1.7	11.2
Cc1ccc(C(=O)N2CCN(c3cccc(C)c3C)CC2)cc1S(=O)(=O)N1CCOCC1	2.3	1.0	/	5.5	/	0.0	5.9	1.6	4.2
CCN(CC)C(=O)CSc1nc2[nH]ncc2c(=O)[nH]1	0.9	4.0	0.5	0.0	-0.3	0.1	1.8	-0.1	-1.2
c1ccc2c(c1)oc1c(NCC3CCCO3)ncnc12 (stereo unspecified)	2.1	2.0	-4.9	1.0	0.9	-0.1	-2.8	1.7	15.0
Cc1nnc(SCC(=O)Nc2ccc3[nH]c(=O)[nH]c3c2)s1	-1.3	0.0	-0.7	-8.7	-2.1	0.0	-4.2	2.9	10.3
Cc1ccc(CN2C(=O)[C@@H]3Cc4c([nH]c5ccccc45)C(C)(C)N3C2=O)cc1	0.2	0.0	-0.7	3.0	0.1	0.1	-3.6	-0.6	16.1
O=c1nc(N/N=C/c2ccccn2)cn[nH]1	7.8	6.0	2.0	2.0	-4.4	-0.4	18.9	-0.4	-7.5
CC1C/C(=N\NC(=O)c2ccc(NS(=O)(=O)c3ccc(Br)cc3)cc2)CC(C)(C)C1 (stereo unspecified)	8.0	0.0	-1.7	5.5	-3.1	-0.5	11.6	0.8	8.7
COc1ccc(/C=N\n2nnc3ccccc32)cc1	-1.3	1.0	-0.5	-4.3	-0.7	0.0	-8.5	-3.7	-1.9
COc1ccccc1C(=O)NCCC(=O)NC1CCCCCC1	-0.3	7.0	/	/	/	-0.2	/	/	15.6
Cc1cccc(CS(=O)(=O)Cc2ccc(C(=O)NCc3ccco3)o2)c1	10.2	0.0	5.0	1.8	-3.6	12.6*	-5.4	-5.2	1.8
CC(C)=CC(=O)OCC(=O)Nc1ccc(SC(F)F)cc1	-3.1	0.0	-3.0	0.8	-0.5	0.0	1.3	-2.0	-0.5
Cc1ccc(SCc2cc(=O)[nH]c(Nc3nc(C)c4cccc(C)c4n3)n2)cc1	5.4	0.0	0.0	-1.4	1.9	0.3	-4.7	-3.5	9.9
N#Cc1c(N2C(=O)Nc3ccccc3N2O)sc2c1CCCCCC2	-0.3	0.0	-10.2	6.0	-0.4	0.0	5.4	-5.1	-5.1
O=C(O)c1ccccc1C(=O)NNc1cccc(Cl)n1	-0.9	0.0	3.4	0.6	0.7	-0.2	-2.4	0.7	-0.2
Cc1cccc(C(=O)N2CCCCCC2)c1[N+](=O)[O-]	-0.8	0.0	0.9	-8.0	0.3	-0.1	-6.3	-3.9	-2.1
CCOC(=O)C1CCN(C(=O)CSc2c3c(nc4ccccc24)CCC3)CC1	2.7	0.0	-1.5	-1.5	-0.1	0.1	-3.4	-5.7	-1.9
CCOC(=O)CSC1=NC(=O)/C(=C/c2ccc(Br)cc2)S1	-5.4	0.0	-3.9	0.1	1.4	0.0	2.6	-4.5	11.2
O=C(CN1C(=O)C2CC=CCC2C1=O)N1CCN(S(=O)(=O)c2ccccc2)CC1 (stereo unspecified)	4.5	0.0	/	/	/	-0.1	/	/	-9.2
Cc1cc(OCC(=O)NCCCN2CCCC2=O)c2c(C)c(C)c(=O)oc2c1	1.4	0.0	2.2	9.4	-0.1	-0.4	9.0	0.1	20.6
CCC(Oc1ccccc1)C(=O)Nc1cc(C)on1 (stereo unspecified)	-3.0	0.0	2.1	1.2	2.7	0.1	5.8	-0.9	16.5
COc1ccc(Cc2nnc(SCC(=O)Nc3ccccc3C#N)o2)cc1	-1.6	0.0	2.4	-5.8	-0.1	-0.3	-5.2	-3.6	-4.3
New compounds follow
SMILES	GLD-1 TGE inh	GRK2 aptamer HTS	Fam108B counter	BCLXL inh	MEX-5 binding	Efflux pump inh	MCL1 BIM primary	PME-1 inh	VLA-4 inh
Cc1noc(C)c1C(=O)OC(C)C(=O)Nc1ccc2c(c1)OCO2 (stereo unspecified)	-0.8	1.0	/	/	/	0.0	/	/	18.1
COc1ccc(S(=O)(=O)N(C)c2ccc(C(=O)N3CCCC3)cc2)cc1	1.1	2.0	1.5	-6.2	-1.4	0.2	-2.4	-3.1	-0.1
Cc1cc(C)c(S(=O)(=O)NC2CC2)c(C)c1	2.0	0.0	-0.6	0.3	-0.9	-0.1	4.3	-2.0	2.8
CCOC(=O)N1CCN(C2CCCN(C(=O)c3cccc(N(C)C)c3)C2)CC1 (stereo unspecified)	0.2	0.0	6.3	3.4	-1.4	0.0	3.9	8.6	3.0
O=C(OCC1OC(n2cc(Br)c(=O)[nH]c2=O)C(Br)C1O)c1ccccc1 (stereo unspecified)	19.9	2.0	-2.6	-0.5	-2.4	0.1	5.0	0.2	0.0
COc1ccccc1-n1c(SCC(=O)Nc2ccc(Br)cc2)nc(O)cc1=O	2.7	0.0	-6.7	0.7	-0.1	0.0	-2.3	-13.4	-2.4
CC1CN(C(=O)CCC(=O)N2CCN(c3ccccn3)CC2)c2ccccc2O1 (stereo unspecified)	9.4	0.0	6.7	6.2	-0.2	0.1	3.6	2.3	-7.0
COc1ccc(NC(=O)CSc2nc3ccccc3c(=O)n2CCCN2CCOCC2)c(OC)c1	-0.3	0.0	-0.3	5.3	1.7	0.2	10.4	-1.2	10.0
O=C(CN1C(=O)S/C(=C\C=C\c2ccccc2)C1=O)Nc1cccc(O)c1	0.6	3.0	-23.1	1.3	0.0	-0.2	-0.9	-40.1	15.7
N#CC(C#N)=C1C(=O)N(CCN2CCCCC2)c2ccccc21	-7.0	0.0	-3.5	9.0	/	0.0	12.7	-3.5	8.3
Cc1cccn2c(CN[C@@H]3CCCC[C@H]3c3ccccc3)c(C(=O)N3CCOCC3)nc12	5.4	0.0	1.7	1.9	2.5	0.1	-1.4	-1.6	14.1
CC(Sc1nccn1C)C(=O)c1c(N)n(C)c(=O)n(C)c1=O (stereo unspecified)	3.1	0.0	2.2	-4.7	0.9	0.0	-4.9	1.0	-2.9
CCN(CCn1cccn1)C(=O)c1cc(COc2ccccc2SC)on1	/	0.0	/	/	-1.7	0.0	/	/	10.4
